# Bioassay records deposited in PubChem BioAssay by National Center for Advancing Translational Sciences (NCATS).
# GPT2 inh = GPT2 alanine aminotransferase inhibition; Recombinant GPT2, coupled pyruvate oxidase/HRP Amplex Red fluorescence; Potency, µM (doses to about 57.7 µM), without a hit: at the highest dose activity change, negative = inhibition, usual class: inhibitors; 100,000 compounds, 0.25% hits; AID 1671188; note: potency is the fitted concentration of half-maximal effect; nearly all actives have a fitted effect of over 60% in size; many of its hits are not listed in these tables
# Target sequence (Q8TD30 whole entry, looked up): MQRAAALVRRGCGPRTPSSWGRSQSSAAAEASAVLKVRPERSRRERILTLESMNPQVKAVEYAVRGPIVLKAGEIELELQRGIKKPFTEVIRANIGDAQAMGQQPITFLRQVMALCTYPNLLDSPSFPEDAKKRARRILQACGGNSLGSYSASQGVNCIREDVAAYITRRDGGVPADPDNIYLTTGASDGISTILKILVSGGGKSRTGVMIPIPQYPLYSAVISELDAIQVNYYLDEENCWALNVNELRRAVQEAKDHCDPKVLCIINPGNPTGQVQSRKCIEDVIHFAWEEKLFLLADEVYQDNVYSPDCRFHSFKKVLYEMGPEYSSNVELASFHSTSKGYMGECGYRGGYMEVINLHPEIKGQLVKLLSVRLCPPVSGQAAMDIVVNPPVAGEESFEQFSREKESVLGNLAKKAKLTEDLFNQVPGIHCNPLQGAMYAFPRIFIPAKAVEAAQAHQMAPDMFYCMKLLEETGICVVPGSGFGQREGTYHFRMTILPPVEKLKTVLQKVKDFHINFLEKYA
#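 Inhibition is scored from Amplex Red fluorescence generated when pyruvate oxidase and HRP act on pyruvate released by GPT2. Reactions contain 10ng/uL enzyme, 250uM a-KG and 2mM L-alanine and run 30 min at room temperature.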
# HEK293 tox = HEK 293 cell cytotoxicity; HEK 293 viability, ATP luminescence (CellTiter-Glo), 48-72 h; Potency, µM (highest dose often 115 µM), for inactives: top-dose activity change, negative = cytotoxicity, usual class: inhibitors; 94,000 compounds, 6.6% hits; AID 1345083; note: potency is the fitted concentration of half-maximal effect; nearly all actives have a fitted effect of over 60% in size
#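 Cells seeded first (HEK 293, 250 cells/well), then compound added by pintool. Incubation ran 48 or 72 hr at 37 degree Celsius. CellTiter-Glo was added and luminescence imaged after 10 min at room temperature.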
# FLuc inh = Photinus pyralis luciferase inhibition; P08659; Potency, µM (highest dose often 115 µM), without a hit: top-dose activity change, negative = inhibition, usual class: inhibitors; 76,000 compounds, 2.5% hits; AID 1347043; purified P. pyralis luciferase, luminescence, biochemical; note: potency is the fitted concentration of half-maximal effect; nearly all actives have a fitted effect of over 65% in size
#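 Inhibitors were tested against purified firefly luciferase in a biochemical, low-substrate format (both substrates at 10uM) and luminescence measured with a CCD imager.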
# SNCA expr inhib = SNCA gene expression inhibition. HEK-293 SNCA-luciferase knock-in, luminescence, 24 h. Potency, µM (doses to about 57.2 µM), for the others: at the top dose activity change, negative = inhibition, hits mostly inhibitors. 140,000 compounds, 0.17% hits. AID 1671194;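 note: potency is the fitted concentration of half-maximal effect; plate controls were DMSO cells for no effect and cell-free wells for full effect; nearly all actives have a fitted effect of over 45% in size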
# IP6K1 inh = IP6K1 kinase inhibition; IP6K1 kinase, ADP-Glo luminescence, 2 h; hits give low values; activity change, % (series mostly up to about 58 µM); 140,000 compounds, 0.81% hits; Q92551; in the data active = activity change below about -25%
# Target sequence (Q92551 whole entry, looked up): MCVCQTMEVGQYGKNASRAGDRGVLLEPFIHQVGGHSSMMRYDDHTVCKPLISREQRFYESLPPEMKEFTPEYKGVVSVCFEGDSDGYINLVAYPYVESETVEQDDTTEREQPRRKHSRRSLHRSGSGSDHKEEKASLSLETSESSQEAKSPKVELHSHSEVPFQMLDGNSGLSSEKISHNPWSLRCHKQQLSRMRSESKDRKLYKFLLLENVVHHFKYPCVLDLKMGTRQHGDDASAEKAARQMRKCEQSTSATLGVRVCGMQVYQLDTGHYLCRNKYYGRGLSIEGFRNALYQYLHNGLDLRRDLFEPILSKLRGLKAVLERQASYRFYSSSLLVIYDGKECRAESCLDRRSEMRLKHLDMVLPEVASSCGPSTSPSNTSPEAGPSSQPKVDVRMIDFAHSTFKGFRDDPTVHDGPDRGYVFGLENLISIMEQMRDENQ
#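 ADP-Glo luminescence measures ADP made by human IP6K1 during a 2 h RT reaction with ATP/IP6 (mix at 1.3 mM/130 uM); top library doses 57.5 and 19.1 uM final.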
# 3T3 cytotox = kills NIH 3T3 cells. NIH 3T3 viability, CellTiter-Glo ATP luminescence, 48-72 h. Potency, µM (highest dose often 96.7 µM), for inactives: at the highest dose activity change, negative = cytotoxicity, hits mostly inhibitors. 94,000 compounds, 4.3% hits. AID 1345082; note: potency is the fitted concentration of half-maximal effect; nearly all actives have a fitted effect of over 55% in size
#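 Luminescent ATP readout (CellTiter-Glo, 10 min RT) after 48 or 72 hr compound exposure of NIH 3T3 cells seeded at 400 cells/well in 1536-well format; quantitative HTS.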
# HEK293 viab = counter-screen for SNCA expression inhibitors: cell viability. HEK-293-SNCA-luc viability, GF-AFC fluorescence, 24 h. Potency, µM (series often up to 57.1 µM), for the others: top-dose activity change, negative = cytotoxicity, usual class: cytotoxic. 150,000 compounds, 0.12% hits;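 note: potency is the fitted concentration of half-maximal effect; 0% = DMSO-treated cells and -100% = medium-only wells without cells; nearly all actives have a fitted effect of over 30% in size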
#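 HEK-293-SNCA-luc cells (1500/well) plated 24 h, then exposed 24 h to a dilution series; GF-AFC added 30 min at 37C, fluorescence 405/540 nm; normalised to medium-only and DMSO wells, Hill fit.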
# An asterisk follows results filed as active; i = inactive; ? = inconclusive; · = no result given; & = joins results of further samples; [ ] = dose if it differs, or a comment. Unless noted, calls come from the whole dose curve; as a rule, active = well fitted curve in the direction sought with a large enough effect; inconclusive = small, poorly fitted or top-dose-only effect, or another doubt; inactive = no such curve, though single readings can be large; an effect the other way counts as inactive or inconclusive. Unless noted, % is set by controls: 0 for no effect and ±100 for the full control effect. Outcome played no part in choosing rows; 7.8% or so of the library scored in one or more.
# The line under a structure holds: GPT2 inh	HEK293 tox	FLuc inh	SNCA expr inhib	IP6K1 inh	3T3 cytotox	HEK293 viab
CC(=O)Nc1cccc2ccc(OCc3nnc(C(=O)N4CCC[C@@H]4c4ccc(Br)cc4)n3Cc3ccccc3)cc12
    1%	?	-4%	-22%	0	?	?
CC(C)(O)CCc1cccc(C(=O)N2CCC(CCn3cccn3)CC2)c1
    i	-7%	0%	16%	4	-13%	4%
Cc1ccc(S(=O)(=O)N[C@@H](Cc2ccccc2)C(=O)CCl)cc1
    -7%&0%	·	·	-1%&41%	·	·	-18%&-3%
COc1ccc(N2CCN(C(=O)Cc3c(C(=O)O)c(C)cn3C)CC2)cc1
    ·	·	·	27%	-11	·	-5%
O=C1NC2(CCN(C(=O)c3ccccn3)CC2)COc2ccccc21
    -6%[88.5 µM]	-15%[172 µM]	-19%[172 µM]	1%[87.6 µM]	20	3%[138 µM]	4%[87.6 µM]
COc1cccc(-c2nc(CS(=O)(=O)CC(=O)Nc3ccc(C)c(Cl)c3)c(C)o2)c1
    ·	·	·	-28%	11	·	4%
COc1ccc(Cc2nnc3ccc(C(=O)NCCCc4ccccc4)cn23)cc1
    1%	-22%	·	-25%	5	?	7%
Cc1cc(C)n(C)c(=O)c1C(=O)N[C@@H]1COCC[C@@H]1OCc1ccccc1
    -4%	i	3%	-1%	-7	i	-4%
Fc1ccc(Nc2cc3c(cn2)CN(Cc2ccncc2)CCN3)cc1Cl
    1%[88.5 µM]	32µM*	?	44%[activator][87.6 µM]	7	20µM*	-5%[87.6 µM]
Cc1noc([C@@H]2CN(Cc3cccc(F)c3F)C[C@H]2CO)n1
    -7%	i	6%	19%	-10	3%	2%
CC(=O)/C=C/C1(O)C(C)=CC(=O)CC1(C)C (centres undefined)
    -1%	·	·	·	22	·	2%
Cc1ccc(-n2ncc(C(=O)NCc3ccco3)c2C2CCN(C(=O)OC(C)(C)C)CC2)c(C)c1
    ·	·	·	?	-10	·	1%
CC1=C[C@H]2[C@@H](CC1=O)[C@H](C)C[C@H](O)[C@H]2C(C)C
    i	·	·	·	55	·	41%
CC(=O)c1ccc(NC(=O)Cn2c(=O)oc3cc(S(=O)(=O)N4CCCCC4)ccc32)cc1
    ·	·	·	?	28	·	-4%
Cn1cccc1CN1CC(Oc2ccc3c(c2)OCO3)C1
    i	0%[172 µM]	·	-17%[87.6 µM]	-12	2%[138 µM]	2%[87.6 µM]
COc1ccc(-c2cc(C)no2)cc1S(=O)(=O)N1CCOc2ccc(Cl)cc21
    ·	·	·	-33%	18	·	3%
COc1ccc(CC(=O)N2CC[C@H](CO)[C@H](O)C2)c(OC)c1
    -6%[11.5 µM]	-4%	2%	13%	-10	i	-9%
COCCOC1CCN(C(=O)Nc2cccc(C)c2)CC1
    i	8%	-2%	2%	-3	i	12%[12.5 µM]
Cn1nc(C2CCN(C(=O)c3cncc(Br)c3)CC2)c2c1CCOC2
    -4%	0%	-5%	-12%	6	-18%	-1%
CCN1c2cc(C(=O)NCc3ccc(OC)cc3)ccc2C(=O)N2CCCCC21 (centres undefined)
    i	?	-13%	1%	-9	?	-6%[12.5 µM]
CC(=O)c1ccc(NC(=O)CC2Nc3cc(C)c(C)cc3NC2=O)cc1 (centres undefined)
    ·	·	·	-6%	-16	·	?
Cn1cnc(C(=O)N2CCC(OC3CCN(Cc4cccnc4)CC3)CC2)c1
    i	7%	-5%	-3%	2	i	-10%
CCCS(=O)(=O)NC[C@@H]1C=C(C)[C@H](Cc2nnc(-c3ccccc3F)o2)C[C@H]1C(C)C
    -13%	22µM*	1%	-26%	-1	25µM*	?
CN(C)C(CNC(=O)c1cn(C2CCC(N)CC2)nn1)c1ccccn1 (centres undefined)
    i	-4%	0%	3%	27	3%	-3%
CCN1CCC(N(Cc2ccc3c(c2)OCO3)C(=O)Nc2cccc(C)c2C)CC1
    ·	·	·	4%	-13	·	-11%
COc1ccc(N2CCN(C(=O)Cn3c(-c4cccc(Cl)c4)nc(C)c(CCO)c3=O)CC2)cc1
    1%	45µM*	-5%	-25%	4	-13%	-12%
COc1ccc(OCC(O)CN2CCC(O)CC2)c(CN(C)Cc2csc(C)n2)c1 (centres undefined)
    -44%	2%	-6%	-3%	9	-19%	-11%
Cc1ccc(-c2cc3ncc4c(n3n2)-c2ccccc2OC4)cc1
    ·	·	·	195%[activator]	-2	·	7%
COc1ccc(C(=O)Nc2cc(-c3ccccc3)nn2-c2ccccc2)cc1
    ·	·	·	8%	2	·	?
CCOc1ccc(-c2cn3c(n2)sc2cc(C(=O)NCCCN(CC)CC)ccc23)cc1
    ·	·	·	?	-1	·	?
COc1cccc(C(=O)NCC2CCCN(Cc3cnn(C)c3C)C2)c1OC (centres undefined)
    -3%	-22%	-9%	14%	-8	-28%	3%
COc1cccc(-c2nnnn2[C@H]2CO[C@H]3[C@@H]2OC[C@@H]3NC(=O)c2ccc(C)cc2)c1
    0%[88.5 µM]	?	?	20%[87.6 µM]	-12	?	-5%[87.6 µM]
O=C(Nc1nc2c(s1)CCCC2)c1ccccc1F
    ·	·	·	?	-9	·	-6%
CCC(CC)CN1CCC2(CC1)CC1C(=O)N(CC)C(=O)N1C2 (centres undefined)
    -1%	?	6%	-9%	3	-15%	7%
CCOc1ccccc1CNC(=O)c1oc2c(c1C)-c1[nH]ncc1CC2
    ·	·	·	64%[activator]	-5	·	-1%
Cc1cccc(-c2nc3ccc(C(=O)N4CCOCC4)cc3o2)n1
    ?	32µM*	·	-10%	-3	22µM*	0%
COCc1cc(=O)n(CC(=O)Nc2cc(Cl)ccc2C)c(N2CCOCC2)n1
    i	10%	-6%	3%	29	0%	-4%
Cc1ccc(C(=O)N2CC(Oc3ccc(F)c(C)c3)C2)cc1
    -11%[88.5 µM]	?	-14%[172 µM]	-5%[87.6 µM]	0	?	-6%[87.6 µM]
CN(C)c1ccc(C(=O)NC2CCN(c3cn[nH]c(=O)c3)CC2)cc1
    i	i	-4%	-10%	8	3%	-1%
Cc1ccc(NC(=O)CN2C(=O)COc3ccc(S(=O)(=O)N4CCCCCC4)cc32)cc1Cl
    ·	·	·	?	42	·	?
CNS(=O)(=O)c1cn(CC(=O)N2CCN(c3ccc(Cl)cc3)CC2)cc1S(=O)(=O)NC
    ·	·	·	-7%	12	·	7%
CC(C)CC(=O)N1CCC(c2noc(-c3ccncc3)n2)C1 (centres undefined)
    -14%	1%	8%	14%	-3	-8%	0%
CN(C)C(=O)c1ccc2c(c1)N(CC(=O)NCc1ccc(F)cc1)C(=O)C1CCCCN21 (centres undefined)
    ·	·	·	-14%	-2	·	-6%
CC(C)Oc1cccc(-c2nc(C(=O)Nc3ccc(F)cc3)cs2)c1
    -28%	?	?	80%[activator]	21	?	6%
Cc1ccc(C)c(Cn2c(-c3cccs3)nc3ccccc32)c1
    ·	·	·	?	-15	·	?
CNC(=O)c1cc[nH]c1C1CCCN(C(=O)Cc2c[nH]c3ccccc23)C1 (centres undefined)
    i	4%	3%	26%	31	-11%	6%[12.5 µM]
CCCCn1cc(S(=O)(=O)c2cccc(C)c2)c(=O)c2cc(F)c(N3CCOCC3)cc21
    ·	·	·	4%	-11	·	-4%
COCC(=O)N(C1CCOCC1)C1CCN(S(=O)(=O)c2ccc(F)c(F)c2)CC1
    i	-11%	8%	4%	-15	-3%	-3%
CC(NC(=O)c1cc(-c2ccncc2)cn1C)c1ccc(F)cc1 (centres undefined)
    -3%	79µM*	13%	?	-9	-24%	-20%
CC1CCCCN1C(=O)c1ccc2c(c1)N(Cc1cccc(Cl)c1)C(=O)c1ccccc1S2=O (centres undefined)
    ·	·	·	22%	0	·	-19%
CCN(CC)CCNC(=O)c1cc(S(C)(=O)=O)ccc1OC
    2%&-4%	·	·	3%	8	·	1%
Cc1cccc(C(=O)Nc2ccc(OCc3cc(=O)n4ccc(C)cc4n3)cc2)c1
    ·	·	·	0%	1	·	2%
COc1ccc(CNC(=O)c2ccc(-c3nc(CSc4ccccc4)c(C)o3)cc2)c(OC)c1
    ·	·	·	-3%	0	·	12%
Cc1ccc(Cn2c(=O)c3cccnc3n(CC(=O)Nc3cccc(C(F)(F)F)c3)c2=O)cc1
    ·	·	·	?	36	·	-11%
CCOc1cccc(CC(=O)N2CCc3c([nH]c4ccccc34)C2c2ccc(SC)cc2)c1OCC (centres undefined)
    ·	·	·	-13%	11	·	-15%
COc1ccc(NC(=O)c2nc(S(C)(=O)=O)ncc2N(Cc2ccc(C)cc2)Cc2ccco2)cc1Cl
    ·	·	·	-19%	18	·	1%
Cc1ccccc1NC(=O)Nc1nnc(N2CCCCCC2)s1
    ·	·	·	-1%	20	·	11%
COc1cccc(CNC(=O)[C@@H]2C[C@@H](O)CN2C2CCN(C(=O)C3(c4ccccc4)CC3)CC2)c1
    i	-7%	2%	-27%	1	-25%	6%
COC1CCN(c2ccc(-c3nc(COc4ccccc4)no3)cn2)CC1
    i	?	-20%	138%[activator]	10	-28%	-7%
O=C(NC1CCCCC1)N1CCC(OC2CCN(Cc3ccccc3)CC2)CC1
    i	-14%	11%	4%	-6	-20%	-20%

# Single records (already shown). Values in the order: GPT2 inh, HEK293 tox, FLuc inh, SNCA expr inhib, IP6K1 inh, 3T3 cytotox, HEK293 viab
# CC1CCCCN1C(=O)c1ccc2c(c1)N(Cc1cccc(Cl)c1)C(=O)c1ccccc1S2=O (centres undefined) is entered as ·, ·, ·, 22%, 0, ·, -19%
# Cc1cccc(C(=O)Nc2ccc(OCc3cc(=O)n4ccc(C)cc4n3)cc2)c1 is entered as ·, ·, ·, 0%, 1, ·, 2%
# COC1CCN(c2ccc(-c3nc(COc4ccccc4)no3)cn2)CC1 is entered as i, ?, -20%, 138%[activator], 10, -28%, -7%

# The results go on:
# The line under a structure holds: GPT2 inh	HEK293 tox	FLuc inh	SNCA expr inhib	IP6K1 inh	3T3 cytotox	HEK293 viab
COc1ccc(NC(=O)C2=C(C)Nc3ncnn3C2c2ccc(O)cc2)cc1 (centres undefined)
    ·	·	·	-4%	-3	·	0%
CCOc1ccc(NC(=O)C2CCN(S(=O)(=O)c3ccc4c(c3)oc(=O)n4C)CC2)cc1
    ·	·	·	17%	6	·	7%
Cc1cn2c(=O)cc(COc3ccccc3NC(=O)c3ccccc3C)nc2s1
    ·	·	·	8%	9	·	-6%
CC(=O)N1CCC(Oc2ccccc2-c2nc(C)no2)C1 (centres undefined)
    3%	i	-9%	0%	0	i	3%
C[C@@H](NC(=O)C1CCCCC1)c1c(-c2ccc(F)cc2)noc1C(=O)O
    -2%[88.5 µM]	-7%[172 µM]	-22%[172 µM]	-12%[87.6 µM]	-2	40µM*	0%[87.6 µM]
COc1ccc(COc2cc3oc(=O)c4cc(C(C)O)ccc4c3cc2OC)cc1 (centres undefined)
    i	·	·	-2%	·	·	-10%
CNC(=O)c1cc[nH]c1C1CCCN(C(=O)c2ccc(Br)o2)C1 (centres undefined)
    i	0%	9%	46%[activator]	0	2%	-7%[12.5 µM]
